Screening data (PubChem BioAssay)
hcDAF12 agonist – activators of H. contortus DAF-12 nuclear receptor; HEK293 hcDAF-12 lit1-tk-luc reporter, luminescence; 0% DMSO, 100% Δ7-dafachronic acid; activation, % at 6.8 µM; hit rate 1.4% among 370,000;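 active means activation above the mean of all tested compounds plus 3 SD, cut at about 5.5% in these data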;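 further: 100% = response to 3 µM Δ7-dafachronic acid high control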
DAX1 inh-1 – inhibitors of DAX1 repression of SF-1 activated StAR promoter. inhibition, % at 6.8 µM. AID 652010. hit rate 1.1% among 370,000. HEK293T StAR-luciferase reporter, SF-1/DAX-1 repression relief;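 active means inhibition above the mean over all tested compounds plus 3 SD, cut at about 3.6% in these data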;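 further: 0% = DAX-1 cells with DMSO and 100% = cells lacking DAX-1 with DMSO; higher inhibition means more luminescence from relief of DAX-1 repression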
PLC-beta3 inh – inhibitors of human phospholipase C beta3; hit rate 0.18% among 370,000; inhibition, % at 12.2 µM; Purified PLC-beta3, fluorogenic substrate, fluorescence; Q01970; in the data active means inhibition above about 11%;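 further: 0% = median of compound wells on plate and 100% = full blocker control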
PLC-gamma1 inh – inhibitors of human phospholipase C gamma1 | purified PLC-gamma1, fluorogenic substrate, fluorescence | P19174 | inhibition, % at 12.2 µM | hit rate 0.84% among 370,000; in the data active means inhibition above about 9.5%
Target sequence (P19174 whole entry, looked up): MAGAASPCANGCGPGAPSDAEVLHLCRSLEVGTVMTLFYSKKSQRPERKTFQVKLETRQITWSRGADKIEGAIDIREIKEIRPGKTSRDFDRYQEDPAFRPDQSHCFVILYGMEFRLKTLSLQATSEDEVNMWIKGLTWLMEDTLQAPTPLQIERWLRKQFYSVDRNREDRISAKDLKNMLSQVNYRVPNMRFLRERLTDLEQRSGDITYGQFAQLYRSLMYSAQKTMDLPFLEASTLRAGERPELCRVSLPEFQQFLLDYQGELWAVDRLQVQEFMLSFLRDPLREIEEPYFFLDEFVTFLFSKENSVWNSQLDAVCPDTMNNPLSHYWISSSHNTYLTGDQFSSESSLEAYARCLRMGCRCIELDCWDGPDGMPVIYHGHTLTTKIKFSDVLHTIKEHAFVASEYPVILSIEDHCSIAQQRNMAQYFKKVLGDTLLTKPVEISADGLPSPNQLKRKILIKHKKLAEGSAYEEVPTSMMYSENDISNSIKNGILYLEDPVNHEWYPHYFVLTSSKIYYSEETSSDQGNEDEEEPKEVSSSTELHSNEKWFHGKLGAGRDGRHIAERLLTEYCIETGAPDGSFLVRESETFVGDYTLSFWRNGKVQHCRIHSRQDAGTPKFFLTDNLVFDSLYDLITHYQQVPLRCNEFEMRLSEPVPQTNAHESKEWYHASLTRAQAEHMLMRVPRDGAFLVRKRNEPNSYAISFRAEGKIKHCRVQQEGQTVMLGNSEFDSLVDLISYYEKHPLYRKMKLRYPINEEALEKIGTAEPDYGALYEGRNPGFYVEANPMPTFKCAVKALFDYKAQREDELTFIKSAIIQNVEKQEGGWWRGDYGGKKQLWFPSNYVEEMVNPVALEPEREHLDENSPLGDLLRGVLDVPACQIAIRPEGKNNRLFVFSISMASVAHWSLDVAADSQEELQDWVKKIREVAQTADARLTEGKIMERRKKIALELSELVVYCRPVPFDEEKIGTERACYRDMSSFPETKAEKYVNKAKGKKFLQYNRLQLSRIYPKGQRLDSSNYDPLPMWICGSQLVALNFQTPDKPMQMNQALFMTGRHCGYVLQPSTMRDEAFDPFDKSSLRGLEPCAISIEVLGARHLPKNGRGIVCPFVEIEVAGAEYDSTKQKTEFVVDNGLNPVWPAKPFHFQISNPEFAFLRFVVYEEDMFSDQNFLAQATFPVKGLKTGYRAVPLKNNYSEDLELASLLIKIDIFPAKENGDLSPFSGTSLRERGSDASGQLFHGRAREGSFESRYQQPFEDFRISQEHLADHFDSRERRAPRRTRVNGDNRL
ssDAF12 agonist – activates DAF-12 receptor from parasite S. stercoralis; hit rate 1% among 370,000; HEK293 ssDAF-12/GRIP1 lit1-tk-luc reporter, luminescence; % of 3 µM dafachronic acid response; activation, % at 6.8 µM;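 active means activation above the mean over all tested compounds plus 3 SD, cut at about 0.9% in these data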;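 further: 0% = DMSO-only wells and 100% = 3 µM delta7-dafachronic acid wells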
GAA850 FXN act – frataxin GAA850 promoter activation. HEK293 lucGAA850 FXN promoter luciferase reporter, 24 h; percent of 10 µM SAHA response. activation, % at 6 µM. hit rate 0.56% among 360,000;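 active means activation above the average of all compounds screened plus 3 SD, cutoff fixed separately per campaign, cut at about 7.5% in these data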;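 further: 0% = DMSO wells and 100% = 10 µM SAHA wells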
sPLA2-III inh – Inhibits HGIII-sPLA2 liposome hydrolysis, primary screen; Q9NZ20; QFRET BODIPY PC-A2 liposome hydrolysis, fluorescence; inhibition, % at 12.2 µM; hit rate 0.56% among 370,000;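 active means inhibition above mean plus 3 SD of compounds lying within the high and low control bounds, cut at about 19% in these data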;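 further: 0% = median of test compound wells and 100% = no enzyme DMSO wells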
DAX1 inh-2 – NR0B1 (DAX1) inhibition; AID 504766; HEK293 Gal4-DAX1 luciferase reporter, luminescence; inhibition, % at 6.75 µM; hit rate 0.99% among 340,000;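 active means inhibition above the mean over all tested compounds plus 3 SD, cut at about 4.2% in these data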;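 further: 0% = DAX1-transfected cells with DMSO and 100% = empty-vector control cells with DMSO; inhibition shows as a rise in luminescence from relieved DAX1 repression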
ADAM17 inh – inhibitors of human ADAM17 | hit rate 0.83% among 370,000 | recombinant ADAM17, EDANS/DABCYL FRET peptide cleavage | inhibition, % at 6.95 µM;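 active means inhibition above the mean of compounds lying between control limits plus 3 SD, set per campaign, cut at about 8.5% in these data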;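 further: 0% = DMSO-only wells as the low control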
hgDAF-12 ag – hgDAF-12 agonism, primary luciferase screen | HEK293 GAL4-hgDAF12 UAS-luciferase reporter, agonist luminescence; normalized to butyrate control | activation, % at 6.8 µM | hit rate 1.8% among 370,000;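 active means activation above a cutoff set at the mean of all screened compounds plus 3 SD, cut at about 10% in these data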;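 further: 0% = DMSO wells and 100% = sodium butyrate wells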
ADAM10 inh – inhibits human ADAM10; recombinant ADAM10, EDANS/DABCYL FRET peptide cleavage, 3 h; inhibition, % at 7 µM; O14672; hit rate 0.62% among 370,000;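 active means inhibition above a per-campaign cutoff equal to the mean of compounds falling between control-based bounds plus 3 SD, cut at about 20% in these data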;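 further: 0% = DMSO wells while the 100% control is not disclosed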
Active calls of the source: *; / = no result given.

structure	hcDAF12 agonist	DAX1 inh-1	PLC-beta3 inh	PLC-gamma1 inh	ssDAF12 agonist	GAA850 FXN act	sPLA2-III inh	DAX1 inh-2	ADAM17 inh	hgDAF-12 ag	ADAM10 inh
CC(C)(C)c1ccc(C(=O)NC(=S)NNC(=O)c2cccs2)cc1	21*	3.5	-79	1	0.8	6.5	4	0.4	-1	8.8	-1
COc1ccc(NC(=O)CNS(=O)(=O)c2ccc3nc(C)sc3c2)c(OC)c1	-1.7	0.0	1	0	-1.3	-0.3	-2	-1.1	-2	0.4	-1
Cc1cc(C)c(NC(=O)CSc2nnc(SCC(=O)Nc3c(C)cc(C)cc3C)n2N)c(C)c1	-0.5	0.0	6	6	-1.4	-0.5	0	1.1	4	0.9	9
Cc1ccc(S(=O)(=O)N2C[C@H]3[C@H]4C(=O)N(c5ccccc5)C(=O)[C@H]4CC(=O)[C@H]3[C@@H]2c2ccccc2)cc1	-0.9	1.1	0	-2	-1.3	/	-14	/	2	-0.1	3
CCOc1cccc(/C=N/NC(=O)c2cccnc2)c1O	-1.7	-0.8	-10	-2	-2.1	-1.6	-2	-1.4	-4	-2.8	6
O=C(C[C@@H]1C[C@H]2c3cc(NC(=O)c4cccnc4)ccc3O[C@H]2[C@H](CO)O1)NCc1ccc(Oc2ccccc2)cc1	-3.5	0.3	-2	1	-1.6	-0.7	-15	2.1	-3	0.7	-6
CCC(=O)Nc1nc(C)c(-c2csc(Nc3ccc(C(=O)O)cc3)n2)s1	1.0	-1.1	-20	-15	-1.1	0.3	-1	0.3	-10	0.5	-14
Cc1c(C(=O)N2CCCC2(C)C(=O)NCC(C)C)oc2ccccc12 (configuration not stated)	-1.2	-1.1	5	0	-1.0	2.3	0	/	0	-2.3	-7
O=C(CCCN1CCC(O)(c2ccc(Br)cc2)CC1)c1ccc(F)cc1	1.0	0.2	1	7	-1.6	-0.3	-20	0.9	1	-0.2	3
COc1ccc(CC(NC(C)=O)C(=O)N2CCN(C(=O)N(C(C)C)C(C)C)CC2)cc1 (configuration not stated)	-1.7	0.0	7	2	-1.9	2.8	5	0.3	-3	-2.1	6
CCSc1nc2c([nH]1)c(=O)n(C)c(=S)n2C	-0.1	0.0	-4	3	-1.2	-1.1	6	-0.1	1	-2.2	-12
CCOC(=O)C1CCN(C(=O)CCNS(=O)(=O)c2ccc(C)cc2)CC1	1.0	1.0	-3	4	-2.0	-3.1	-7	0.6	2	-1.8	-6
O=C(NCc1nnnn1-c1ccc(F)c(F)c1)C(=O)c1c[nH]c2ccccc12	-0.6	-0.1	1	-8	-0.8	-0.1	-11	1.6	5	-0.3	-8
CCNC(=S)NCc1ccc2c(c1)OCO2	-2.9	0.4	3	1	-0.3	-0.3	7	0.1	-1	-1.2	-7
CC(=O)N(Cc1ccccc1C)c1cccc(C)c1C	-0.8	-0.3	1	-2	-1.2	-0.4	-1	-0.4	-4	-0.4	-8

Compound profiles, as listed above.
Cc1c(C(=O)N2CCCC2(C)C(=O)NCC(C)C)oc2ccccc12 (configuration not stated) across the screens: hcDAF12 agonist: -1.2; DAX1 inh-1: -1.1; PLC-beta3 inh: 5; PLC-gamma1 inh: 0; ssDAF12 agonist: -1.0; GAA850 FXN act: 2.3; sPLA2-III inh: 0; DAX1 inh-2: /; ADAM17 inh: 0; hgDAF-12 ag: -2.3; ADAM10 inh: -7
O=C(NCc1nnnn1-c1ccc(F)c(F)c1)C(=O)c1c[nH]c2ccccc12 across the screens: hcDAF12 agonist: -0.6; DAX1 inh-1: -0.1; PLC-beta3 inh: 1; PLC-gamma1 inh: -8; ssDAF12 agonist: -0.8; GAA850 FXN act: -0.1; sPLA2-III inh: -11; DAX1 inh-2: 1.6; ADAM17 inh: 5; hgDAF-12 ag: -0.3; ADAM10 inh: -8

(next part)
structure	hcDAF12 agonist	DAX1 inh-1	PLC-beta3 inh	PLC-gamma1 inh	ssDAF12 agonist	GAA850 FXN act	sPLA2-III inh	DAX1 inh-2	ADAM17 inh	hgDAF-12 ag	ADAM10 inh
CCN(CC)CCCN(CC(=O)N(C)Cc1ccccc1)C(=O)c1ccc([N+](=O)[O-])cc1	-2.0	-0.3	-3	3	-1.3	1.2	-2	-1.7	-1	-1.1	1
COc1ccc(NC(=O)C(CCSC)NC(N)=O)cc1Cl (configuration not stated)	1.1	0.5	-5	2	-1.3	0.5	-1	0.4	-3	-3.3	-1
CCOC(=O)C1CCN(S(=O)(=O)c2ccc3[nH]c(=O)ccc3c2)CC1	-0.4	-0.1	1	-3	-0.3	1.9	1	1.3	-1	-0.2	-9
O=c1cc(-c2ccc(O)cc2)oc2c(-c3c(O)cc(O)c4c(=O)cc(-c5ccc(O)cc5)oc34)c(O)cc(O)c12	-2.4	1.2	4	7	0.1	-0.8	4	1.1	2	-3.5	-1
Nc1cc2[nH]c(=O)c3ccccc3c2cc1Br	9.7*	3.7*	-274	-234	1.1*	4.0	-14	2.0	-51	2.8	-197
CCOc1ccc(C)cc1S(=O)(=O)n1ccc(C)n1	-0.5	0.0	-1	0	-0.9	0.3	1	0.3	-4	1.5	2
CCN(CC)C(=O)COn1c(SCC(=O)N(CC)CC)nc2ccccc2c1=O	-1.1	0.2	-1	1	-1.4	-1.1	-3	0.3	-2	1.2	-8
O=C(O)CSCC(=O)N1CCCCC1	1.2	1.2	2	1	-1.5	-0.1	0	0.7	-2	-0.9	-3
S=C(NC1CC1)SCc1ccco1	1.0	-0.3	-17	5	-1.8	1.2	7	-0.3	-7	-3.7	-8
COc1cc(C)c(S(=O)(=O)n2ccc(C)n2)cc1C	-1.8	-0.5	0	3	-1.1	0.6	8	0.1	-2	0.7	-16
O=C(c1ccc(F)cc1)N(Cc1ccco1)C1CCS(=O)(=O)C1 (configuration not stated)	-1.9	0.5	-3	-1	-1.1	0.7	3	0.5	-7	0.1	-8
Cc1ccc(C(C(=O)NC2CCCC2)N(Cc2ccccc2)C(=O)c2csnn2)o1 (configuration not stated)	2.6	-0.1	1	6	-1.1	2.6	3	0.2	2	-1.6	0
CCCc1ccc2oc(C(=O)NCCN3CCCC(O)C3)c(C)c2c1 (configuration not stated)	1.3	3.0	-8	-2	-0.5	1.9	-10	1.3	-1	4.6	-11
CCOC(=O)c1[nH]c(C)c(C(=O)OCC(=O)NCc2ccc(OC)cc2)c1C	1.2	-1.0	-4	-1	-1.2	0.9	-2	0.0	-1	0.2	-6
CC(C)N(Cc1ccccc1)C(=O)COc1ccccc1	-1.1	0.1	-4	1	-1.3	0.2	-1	0.3	-3	0.6	3
COc1ccc(S(=O)(=O)NCc2ccc(C(=O)O)cc2)cc1	-0.8	-0.6	4	3	-0.2	2.0	9	1.4	3	-2.4	-6
Cc1ccc(NC(=S)N(Cc2ccco2)C2CCN(C(C)C)CC2)cc1	-0.7	-0.5	-3	-2	-1.2	0.7	-2	-0.2	-3	-2.1	-9
O=C(NC1CCCCC1)c1ccc(S(=O)(=O)NCc2cccnc2)cc1	-1.6	-1.3	-2	0	-1.3	-1.7	8	0.0	2	-3.1	-8
COc1ccc(OC)c(NC(=O)C23CCC(C)(C(=O)O2)C3(C)C)c1 (configuration not stated)	2.6	-0.4	-1	0	-1.4	1.1	6	-0.4	-4	0.4	1
COc1cccc(NC(=O)CN(C)CC(=O)Nc2ccc3c(c2)OCO3)c1	-1.6	1.2	1	1	-1.0	0.6	-14	-1.3	-1	-1.5	-10
Cn1ncc2c(Nc3cccc4ccccc34)ncnc21	1.1	-0.8	-6	-7	-0.9	0.4	6	-1.1	-4	-1.7	-3
CC(C)C[C@H]1CN(CCCC[C@H]2CNC(=O)C(=O)N2CCc2ccccc2)C(=O)C(=O)N1CCc1ccc(O)cc1	-1.8	-0.1	1	2	-0.8	/	-9	/	-2	1.3	2
COc1ccc(-c2cc(=O)oc3c(C)c(OCC(=O)Nc4cccnc4)ccc23)cc1	1.4	-0.6	-17	-6	-0.9	1.5	4	0.4	-3	2.3	2
O=C(CCCN=C1NS(=O)(=O)c2ccccc21)Nc1ccc(Cl)cc1	-1.9	0.5	-3	8	-1.2	0.2	-1	2.2	2	4.0	-4
CCCCCc1c(O)nc(SCC(=O)NCC2CCCO2)[nH]c1=O (configuration not stated)	-0.9	-0.3	3	7	-0.9	0.5	5	0.1	-1	2.8	3
Cc1ccc(NS(=O)(=O)c2cc(OCC(N)=O)c(C)cc2Cl)cc1C	-1.8	-1.7	-26	2	-1.1	-4.8	-10	-1.4	-2	-3.8	4
Cc1ccc(N2CCN(C(=O)c3cccs3)CC2)cc1C	0.0	-0.2	-6	3	-0.7	1.0	1	1.7	0	3.9	2
Cc1csc(SCC(=O)NCc2ccc3c(c2)OCO3)n1	-0.8	0.1	1	0	-1.0	0.8	0	1.1	0	-1.4	2
COc1ccc(C2C(C(C)=O)=C(C)Nc3ncnn32)cc1[N+](=O)[O-] (configuration not stated)	-0.4	-0.1	0	2	-0.5	2.9	4	-0.9	-2	0.4	1
C/C(=N\NC(=O)CCC(=O)Nc1ccc(C)c(C)c1)C1CC1	-1.9	-1.5	-9	-4	-0.6	1.3	-7	0.5	-4	0.0	-9
Nc1ccc(C(=O)CC(=O)Nc2ccc(Cl)cc2)cc1	-2.3	0.0	0	-2	-0.8	0.3	-18	-0.5	-6	-0.6	-10
CC(=O)c1ccc(N2CCN(C(=S)Nc3cccc(F)c3)CC2)cc1	-2.1	-0.1	-3	-14	-1.5	-0.1	2	0.6	-3	-0.3	-4
